Bioassay records from PubChem.
FXIa inh – blocks human coagulation factor XIa protease activity; P03951; purified FXIa, Boc-Glu-Ala-Arg-AMC fluorogenic substrate; inhibition, % at 5 µM; 0.14% of 220,000 active;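 active = inhibition of at least 40%; inactive = inhibition below 40%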;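 also: fluorescence of freed AMC excited at 355 nm; 0% = enzyme without compound and 100% = no enzyme blank; many of its hits are not listed in these tables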
Cl transport mod – modulators of human KCC2 chloride dependent transport. Q9H2X9. KCC2 cells, thallium flux FluoZin-2 fluorescence. B-score of Tl+ flux slope (higher = more flux/activation; lower = inhibition) at 10 µM. 2.2% of 190,000 active. AID 1456;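 active = thallium flux slope and its plate-corrected score both differing from the plate sample mean at a set confidence after two filtering rounds, in either direction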;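 also: slope of fluorescence scaled to starting intensity during 10 to 20 s after thallium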
TNF necrop inh – inhibitors of TNF-alpha induced necroptosis in Jurkat FADD-/- cells | activation (protection from cell death), % at 10 µM | 0.068% of 220,000 active | Jurkat FADD-/- TNF necroptosis rescue, ATP luminescence, 24 h; 0 = TNF only, 100 = no-TNF cells;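 active = activation, meaning protection from cell death, of at least 50% relative to plate controls; inactive = activation below 50%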;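 also: necroptosis triggered by 40 ng/mL TNF-alpha added together with compound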
FXIIa inh – inhibitors of human coagulation factor XIIa. P00748. purified FXIIa, Boc-QGR-AMC fluorogenic substrate, 2 h. inhibition, % at 5 µM. 0.3% of 220,000 active; in the data active = inhibition above about 40%;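 also: 0% = enzyme with no compound and 100% = blank without enzyme; many of its hits are not listed in these tables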
thrombin 1536 – inhibitors of human thrombin; alpha-thrombin, Boc-VPR-AMC fluorogenic substrate cleavage; inhibition, % at 5 µM; 0.26% of 220,000 active; AID 1046;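 active = inhibition at or above 40%; inactive = inhibition below 40%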;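 also: 0% = enzyme with no compound and 100% = wells without enzyme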
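System: human alpha-thrombin protein; Compound dosing: one concentration per compound, 5 µM, with 0.2% DMSO; Timing: reaction at room temperature; Technique: AMC fluorescence, 355/460 nm; Controls: enzyme without compound as high, wells lacking enzyme as low.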
Rad51 HR inh – blocks human Rad51 in homologous recombination | Q06609 | hRad51 DNA strand exchange, fluorescence dequenching | inhibition, % at 10 µM | 0.085% of 200,000 active | AID 1385;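 active = inhibition above 40% at the single screening dose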;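 also: 0% = DMSO control wells and 100% = blanks with heterologous ssDNA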
Target sequence (Q06609 whole entry, looked up): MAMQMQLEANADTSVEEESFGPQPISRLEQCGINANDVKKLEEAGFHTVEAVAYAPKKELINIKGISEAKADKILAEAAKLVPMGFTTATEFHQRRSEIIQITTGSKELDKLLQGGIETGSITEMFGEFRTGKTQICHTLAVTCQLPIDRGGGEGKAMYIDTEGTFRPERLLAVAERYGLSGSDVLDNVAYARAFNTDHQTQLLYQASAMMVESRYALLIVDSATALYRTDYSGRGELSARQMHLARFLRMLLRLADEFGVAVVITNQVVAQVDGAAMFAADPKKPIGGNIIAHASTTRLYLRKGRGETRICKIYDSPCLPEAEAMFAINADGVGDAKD
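Material: Human Rad51 nucleoprotein filaments preassembled on unlabelled ssDNA | Also added: Labelled 47-mer dsDNA for strand exchange | Dosing: Single dose, 10 µM final compound | Schedule: 30-min compound preincubation and 15-min exchange, both room temperature | Technique: Fluorescence dequenching at 485/520 nm | Measure: Percent inhibition relative to plate controls and blanks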
Hck Nef HTS – inhibitors of human Hck kinase activated by Nef; inhibition, % at 20 µM; AID 463187; Recombinant Hck-YEEI plus Nef, Z-Lyte FRET kinase assay; 0.68% of 220,000 active; P08631;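 active = Hck-Nef kinase inhibition above about 50%, limit read from the data; inactive = inhibition below that limit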;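 also: 0% = DMSO with Hck plus Nef and 100% = Hck alone without Nef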
Target sequence (P08631 whole entry, looked up): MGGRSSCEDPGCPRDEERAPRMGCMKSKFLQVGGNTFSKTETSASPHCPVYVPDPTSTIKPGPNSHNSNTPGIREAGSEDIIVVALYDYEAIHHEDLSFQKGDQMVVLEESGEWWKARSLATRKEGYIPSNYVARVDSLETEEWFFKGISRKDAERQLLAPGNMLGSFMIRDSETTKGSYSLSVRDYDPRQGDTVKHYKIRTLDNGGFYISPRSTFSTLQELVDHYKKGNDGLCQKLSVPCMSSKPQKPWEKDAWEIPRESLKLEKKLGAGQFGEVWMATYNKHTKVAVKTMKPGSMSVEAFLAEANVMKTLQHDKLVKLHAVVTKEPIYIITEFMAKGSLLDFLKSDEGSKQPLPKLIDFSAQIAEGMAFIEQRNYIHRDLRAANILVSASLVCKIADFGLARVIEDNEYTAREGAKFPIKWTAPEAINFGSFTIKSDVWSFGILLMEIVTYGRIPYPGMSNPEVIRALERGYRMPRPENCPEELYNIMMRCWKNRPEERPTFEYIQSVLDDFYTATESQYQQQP
KLK5 inh – kallikrein 5 (human) inhibition; inhibition, % at 5 µM; AID 873; recombinant hK5, fluorogenic AMC substrate cleavage; 0.59% of 210,000 active;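 active = inhibition of 40% or more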;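 also: 0% = enzyme controls without compound and 100% = no-enzyme blanks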
zVAD death inh – blocks zVAD induced death of L929 cells; L929 zVAD necroptosis rescue, ATP luminescence, 24 h; with zVAD 60 µM; viability rescue, % at 10 µM; 0.38% of 220,000 active; AID 1377;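 active = activation, scaled between plate controls, above about 75%, limit read from the data; inactive = activation under that limit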;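 also: 0% = zVAD with DMSO and 100% = DMSO alone without zVAD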
* marks the source's active call; other numbers are inactive results; . = not tested or not shown. These rows are one share of the data, so the mix of outcomes need not match the whole.

Structure	Rad51 HR inh	Hck Nef HTS	zVAD death inh	Cl transport mod	KLK5 inh	TNF necrop inh	thrombin 1536	FXIIa inh	FXIa inh
CCN1C(=O)CC(N2CCN(c3ccc(C(=O)c4ccncc4)cc3)CC2)C1=O (stereo not drawn)	9	1	0.4	.	15	0.8	0	6	-2
Fc1ccccc1-c1nc(-c2ccccc2)no1	-3	1	-0.1	0.024	-7	-1.5	-6	19	16
Cc1sc(NC(=O)CSc2nnnn2C)c(C#N)c1C	1	25	1.4	-0.39	-2	0.3	-9	6	-4
Cc1cc(=O)oc2cc(OCC(=O)NCC3CCCO3)ccc12 (stereo not drawn)	1	20	15	-0.9	1	0.3	-12	7	-1
COc1ccc(CC(=O)Nc2cccc(SC)c2)cc1OC	1	27	2.7	-0.097	0	-3.4	-15	5	-2
O=C(Nc1cc(=O)c2ccccc2o1)N1CCOCC1	-5	0	1.5	.	-11	-1.0	-5	-7	9
CCCc1nnc(NC(=O)CN2CCN(C)CC2)s1	-1	0	0.0	0.86	-24	-0.2	1	7	-6
Cc1c(NC(=O)/C(=C/c2cccs2)NC(=O)c2ccccc2)c(=O)n(-c2ccccc2)n1C	-27	20	-1.2	1	-7	0.4	-13	10	-4
N#Cc1ccc(Oc2cccc(C(=O)O)c2)cc1C#N	1	0	1.9	.	-13	0.3	-5	8	-8
O=C(N/N=C/c1ccc([N+](=O)[O-])o1)c1sc2ccccc2c1Cl	-10	40	1.1	17*	-12	-13	4	18	7
CC(=O)N1N=C(c2cccs2)CC1c1cccc([N+](=O)[O-])c1 (stereo not drawn)	.	6	-0.5	0.19	.	0.1	-6	8	-1
CCOC(=O)/C(N=Nc1c(C)n(C)n(-c2ccccc2)c1=O)=C(\C)O	5	-1	1.5	-0.93	-13	0.7	-9	12	4

Whole records, looked up by structure. Order of screens: Rad51 HR inh	Hck Nef HTS	zVAD death inh	Cl transport mod	KLK5 inh	TNF necrop inh	thrombin 1536	FXIIa inh	FXIa inh
`CCOC(=O)/C(N=Nc1c(C)n(C)n(-c2ccccc2)c1=O)=C(\C)O` is listed with 5	-1	1.5	-0.93	-13	0.7	-9	12	4
`COc1ccc(CC(=O)Nc2cccc(SC)c2)cc1OC` is listed with 1	27	2.7	-0.097	0	-3.4	-15	5	-2

Further structures follow:
Structure	Rad51 HR inh	Hck Nef HTS	zVAD death inh	Cl transport mod	KLK5 inh	TNF necrop inh	thrombin 1536	FXIIa inh	FXIa inh
CC(=O)c1cc2c(cc1NC(=O)CN1CCN(C(=O)c3ccco3)CC1)OCO2	.	15	1.2	1.2	.	0.2	.	.	.
O=C(Nc1ccccc1)c1ccc(N2CCN(c3ccccn3)CC2)c(S(=O)(=O)N2CCOCC2)c1	0	0	1.1	-0.44	-4	0.2	4	13	2
Cc1cccc(-c2nnn(Cc3nnc(NC(=O)c4ccccc4)s3)n2)c1	88*	6	0.0	.	-4	-1.4	1	8	-1
CCCCCC/C(=N\NS(C)(=O)=O)c1ccccc1	-1	-20	2.9	-0.97	-18	-0.8	-2	0	-4
C[n+]1cccc2c(Br)ccc([O-])c21	23	2	0.3	-0.069	-5	1.3	-5	0	9
Cc1cccc(C(=O)N[C@H](C(=O)OCC(=O)NC(=O)c2cccn2C)C(C)C)c1	.	8	0.8	-0.32	-5	1.5	5	17	10
O=C(O)CSc1nc2ccccc2o1	-12	2	-0.3	.	-20	-2.2	1	4	0
Cc1ccccc1C(=O)N1CCC(C(N)=O)CC1	-21	-2	-0.3	0.56	-20	0.3	1	-1	0
Cc1ccc(C)c(/C(O)=C2\C(=O)C(=O)N(Cc3cccnc3)C2c2cccnc2)c1 (stereo not drawn)	10	-2	-0.3	1.4	-8	-2.6	4	15	5
COCCCn1nnnc1SCC(=O)N1CCCC1	4	1	-0.1	0.009	4	-0.8	3	10	2
COc1ccc(C(=O)COC(=O)CCn2nnc(-c3cccs3)n2)cc1	-4	-1	-0.4	-1	-32	-0.9	-2	1	-20
O=C(O)c1ccc2c(c1)OCCCO2	7	24	1.1	0.039	4	1.1	-2	6	-2

Remaining list, next part:
Structure	Rad51 HR inh	Hck Nef HTS	zVAD death inh	Cl transport mod	KLK5 inh	TNF necrop inh	thrombin 1536	FXIIa inh	FXIa inh
COc1cccc2cc(C(=O)N(Cc3ccccc3)CC3CCCO3)c(=O)oc12 (stereo not drawn)	0	-7	-0.9	-0.97	-2	0.0	-1	9	3
CC(OC(=O)c1ccc2c(=O)n3c(nc2c1)CCCCC3)C(N)=O (stereo not drawn)	-17	19	0.2	0.36	0	-0.5	-1	7	-4
CCOc1ccc(C2C(C(=O)c3ccco3)=C(O)C(=O)N2CCN(C)C)cc1 (stereo not drawn)	.	2	-0.3	1.3	1	0.6	9	14	3
Cc1c(OCc2ccccc2)c(=O)ccn1Cc1ccccc1	-3	0	0.0	.	13	-1.5	-9	2	-5
CCOC(=O)c1cc2c(=O)n3cccc(C)c3nc2n(Cc2ccco2)c1=NC(=O)c1cccnc1	2	15	-0.2	-0.98	-7	-2.3	-7	-7	-6
CN(C)S(=O)(=O)c1ccc(NC(=O)COc2ncnc3c2cnn3-c2ccccc2)cc1	-2	3	0.7	-0.29	0	-1.9	-7	6	6
COC(=O)C1=C(C(=O)OC)C2(OC1c1ccc(Br)cc1)C(=O)c1ccccc1C2=O (stereo not drawn)	-7	13	-0.4	-0.64	-9	0.7	1	14	5
COC(=O)c1[nH]c(=O)c2ccccc2c1OCc1ccccc1	-1	7	-0.1	-1.4	-3	-0.7	2	17	0
CCS(=O)(=O)c1ccc(O)c(N2C(=O)C3C4C=CC(C4)C3C2=O)c1 (stereo not drawn)	-1	0	-0.2	0.24	-4	-3.6	-2	10	1
Cc1ccc(-n2cnc(N)c2C(=O)c2cccc([N+](=O)[O-])c2)cc1	21	12	0.8	0.52	4	5.7	-1	2	3
c1ccc(CSc2nnc(SCc3ccccn3)s2)nc1	2	3	0.1	0.32	-4	0.2	-7	-2	-6
O=C(CSc1nc2ccsc2c(=O)n1Cc1ccccc1)NCC1CCCO1 (stereo not drawn)	1	20	0.8	-0.82	-8	0.2	-10	9	-1

Next structures.
Structure	Rad51 HR inh	Hck Nef HTS	zVAD death inh	Cl transport mod	KLK5 inh	TNF necrop inh	thrombin 1536	FXIIa inh	FXIa inh
COc1ccccc1NS(=O)(=O)c1cccc(C(=O)NCc2ccco2)c1	16	-2	3.2	0.5	-18	0.5	3	-2	-5
CCOc1ccc(C(=O)NCc2cccs2)cc1	2	6	-0.4	0.025	-9	1.0	-1	12	5
O=C(O)CCn1c(O)c(C=C2N=c3ccccc3=N2)sc1=S	11	9	-0.2	1.2	-2	2.4	1	13	7
Cc1ccc(Sc2ccc([N+](=O)[O-])cc2[N+](=O)[O-])nc1	-3	1	0.7	-0.64	21	7.0	-1	15	1
CCN(CCNC(=O)C1CCN(S(=O)(=O)c2cccc3nsnc23)CC1)c1ccccc1	3	1	-0.2	.	6	-1.7	3	17	3
CCn1c(NC(=O)c2ccc(F)cc2)c2ccccc2nc1=O	-3	2	-0.3	-0.87	-8	-10	-6	15	0
Cc1cc([N+](=O)[O-])ccc1NCc1ccccc1	2	1	0.0	-3.1*	9	-0.3	6	16	4
O=C(c1ccc(C(F)(F)F)cc1)C1CCCN(C(=O)c2csnn2)C1 (stereo not drawn)	.	-30	-0.2	-0.74	.	1.4	1	9	2
CCN(CCCNC(=O)CCc1nc(-c2ccc(C)cc2)no1)c1cccc(C)c1	7	0	0.3	-0.016	15	-2.4	-4	8	3
Cc1cc(N=Cc2cc(Br)ccc2O)no1	7	1	0.1	-0.51	-2	-2.4	-3	-9	5
COc1cc(Br)c(Br)c(Br)c1N	.	11	0.1	-1	-2	-2.3	-2	5	2
CC(C)=CCN1CCN(Cc2cnc(-c3ccccc3)s2)CC1CCO (stereo not drawn)	.	1	0.7	-0.015	.	4.0	-5	5	2

The listing continues.
Structure	Rad51 HR inh	Hck Nef HTS	zVAD death inh	Cl transport mod	KLK5 inh	TNF necrop inh	thrombin 1536	FXIIa inh	FXIa inh
Cc1cc(C)nc(N2CCCC(C(=O)Nc3nnc(C(C)C)s3)C2)n1 (stereo not drawn)	2	0	-1.1	-0.99	-11	-1.0	0	7	-10
CC1CC(C)(C)NC(=S)N1CCCC(=O)Nc1ccc(F)c(F)c1 (stereo not drawn)	-1	1	0.9	-0.6	2	0.3	-2	8	-1
CCOCCCn1c(SC(C(=O)Nc2cc(C)ccc2C)c2ccccc2)nnc1-c1ccc(Cl)cc1 (stereo not drawn)	-37	-7	0.7	-1.1	-12	0.1	-4	6	5
CCC(=O)Nc1ccccc1N1CCN(S(C)(=O)=O)CC1	-2	0	-0.1	.	4	-2.2	0	16	4
Cc1cccc(/C=C/C(=O)c2ccc(N3CCOCC3)cc2)c1	17	-1	-0.8	-1.3	-3	0.6	-1	13	1
S=C(Nc1ccccc1)Nc1cc(Cl)ccc1Oc1ccccc1	4	1	0.9	.	-21	-8.8	3	12	30
Nc1nc(N2CCCCC2)nc(N(c2ccccc2)c2ccccc2)n1	3	11	0.0	0.31	-6	-1.0	3	15	4
O=C(CC1CCCC1)Nc1nnc(C2CC2)s1	1	1	0.6	.	5	-0.2	-1	-5	1
CNC(=S)NNC(=O)c1oc2nc(-c3ccccc3)cc(-c3ccco3)c2c1N	-38	-17	-0.1	-1.2	-3	-1.3	-3	6	1
O=C(Nc1ccccc1)OCCNC(=O)c1ccccc1	21	-1	-0.3	8.1e-06	5	-8.8	2	12	4
Nc1c(C(=O)c2ccccc2O)cnn1-c1ccc(S(=O)(=O)N2CCOCC2)cc1[N+](=O)[O-]	-5	-10	-0.7	-1.1	2	0.0	-5	12	3
Cc1cc(N/N=C/c2c[nH]c3ccccc23)c2ccccc2n1	5	21	0.4	.	-1	-0.2	-5	1	-4
O=C1CCCN1CCC12CC3CC(CC(C3)C1)C2	3	3	1.2	-0.42	1	2.6	1	7	4
